XIAP antagonists – XIAP antagonists, biochemical, IAP family, fluorescence polarization (AID 1018) | E3 ubiquitin-protein ligase XIAP (Homo sapiens) | XIAP BIR domain, fluorescence polarization peptide displacement; higher % means a stronger effect | one-dose displacement, % at 20 µM; IC50 in µM for titrated hits | 200,000 tested, 0.007% active; in the data active means displacement above about 50%; further: a part of the inactive calls stands beside numbers as strong as those of hits
LYP phosphatase – inhibitors of LYP phosphatase, biochemical, fluorescence intensity, uHTS (AID 1779); Tyrosine-protein phosphatase non-receptor type 22 (Homo sapiens); recombinant LYP phosphatase, fluorescence intensity; higher % means a stronger effect; inhibition, % at 11.5 µM; hits with a dose series show IC50 in µM; 290,000 tested, 0.054% active;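 further: plate controls were vehicle with enzyme for no effect and no enzyme for full effect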
Yfh1-off respiration – enhancers of respiration in Yfh1-depleted yeast, dose response, Friedreich's ataxia, plus single-dose screen (AID 1465). S. cerevisiae Yfh1-off respiration, WST-1 reduction, 72 h; higher fold induction means a stronger effect. one-dose fold induction at 50 µM; EC50 in µM for titrated hits. 220,000 tested, 0.074% active;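 active means fold induction of absorbance versus untreated yeast above a set limit, then at least 30% activation at any dose in follow-up; inconclusive means repeats straddling the limit, or above it without dose testing; inactive means fold induction below the set limit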;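 further: activators that raise dye reduction in frataxin-depleted yeast; strong numbers were not always called active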
TNAP activation fold – human TNAP enzyme activators, primary screen, biochemical, luminescent, no phosphate acceptor, uHTS (AID 1001); Alkaline phosphatase, tissue-nonspecific isozyme (Homo sapiens); purified TNAP, luminescent activation assay, no phosphate acceptor; higher activation fold means a stronger effect; activation fold at 20 µM; hits with a dose series show EC50 in µM; 200,000 tested, 0.03% active; in the data active means activation fold from about 3, or a potency from the dose series; inactive means the rest, 99 in 100 with activation fold below about 1.6; further: many of its hits are not listed in these tables
WT yeast gro inh – growth inhibition of WT strain, primary screen, mitochondrial fusion inhibitor project, WT and mutant strains, chemical genetic. 190,000 tested, 2.1% active. mitochondrial fusion phenotypic screen. inhibition, % at 10 µM; in the data active means inhibition above about 58%; tested in S. cerevisiae
PMI inhibition – human PMI inhibitors, high substrate, primary screen, biochemical, fluorescence intensity, high mannose 6-phosphate (AID 1220) | 190,000 tested, 0.66% active | inhibition, % at 20 µM, or IC50 in µM where a hit was titrated | Mannose-6-phosphate isomerase (Homo sapiens) | recombinant PMI enzyme, coupled fluorescence intensity; higher % means a stronger effect
human PMI inhibition – inhibitors of human PMI, primary screen, biochemical, fluorescence intensity, coupled assay (AID 1209) | Mannose-6-phosphate isomerase (Homo sapiens) | purified PMI enzyme, coupled fluorescence intensity; higher % means a stronger effect | one-dose inhibition, % at 20 µM; IC50 in µM for titrated hits | 190,000 tested, 0.42% active;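 further: plate controls were DMSO vehicle for no effect and wells lacking substrate for full effect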
P. falciparum M1AAP – P. falciparum M1AAP inhibitors, biochemical, fluorogenic H-Leu-NHMec substrate, 1536-well (AID 1445) | 220,000 tested, 0.42% active | Aminopeptidase N (Plasmodium falciparum (isolate 3D7)) | recombinant M1AAP, H-Leu-NHMec fluorogenic kinetic assay; higher % means a stronger effect | inhibition, % at 30 µM, or IC50 in µM where a hit was titrated;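 active means primary inhibition above the hit cutoff, then over 50% inhibition at one or more dose response concentrations, cut at about 23% in these data, passing the limit was not always enough; inconclusive means conflicting primary data, or primary hits not chosen for dose response; inactive means low primary inhibition, or under 50% at every dose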;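 further: plate controls were DMSO full reaction for no effect and no enzyme background for full effect; strong numbers were not always called active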
M17LAP inhibition – P. falciparum M17LAP inhibitors, primary screen, biochemical, fluorogenic H-Leu-NHMec substrate, 1536-well (AID 1619) | recombinant M17LAP, H-Leu-NHMec fluorogenic kinetic assay; higher % means a stronger effect | inhibition, % at 30 µM, or IC50 in µM where a hit was titrated | 220,000 tested, 0.38% active;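 active means compound inhibiting the enzyme by more than half at any dose during confirmatory dose-response retesting; inconclusive means strong single-dose inhibitors picked by rank but not retested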;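 further: plate controls were full reaction with DMSO carrier for no effect and no enzyme background for full effect; strong numbers were not always called active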
WT yeast gro inh mutant strain – recorded beside WT yeast gro inh, whose call it bears; inhibition, %; mitochondrial fusion phenotypic screen, mutant strain inhibition
* hit, by the source's call; i = inactive; ? = inconclusive; / = not tested or not shown. Unless noted, no stated cut-off is given here; in the data, active means inhibition above about 50%; inactive means the rest. Compounds as they come (roughly 3.7% active in at least one column).

#	molecule	TNAP activation fold	Yfh1-off respiration	WT yeast gro inh	LYP phosphatase	WT yeast gro inh mutant strain
1	CC(C)(CO)NC12CC3CC(CC(C3)C1)C2	1.1	i	10	-6%	-1
2	CCN(CC)S(=O)(=O)c1cccc(C(=O)Nc2nnc(C)s2)c1	1	i	-1	-6%	2
3	CC(=Nc1ccccc1O)c1sc2ccccc2c1O	/	i	/	2%	/
4	COc1ccc(OC)c(NC(=S)N2CCN(Cc3ccccc3)CC2)c1	1.1	i	16	5%	17
5	CCN(CC)N=Nc1ccc(S(N)(=O)=O)cc1	1.1	i	1	-10%	-3
6	OC(CNc1nc2ccccc2s1)c1ccccc1 (stereo not given)	1.1	i	10	2%	-6
7	O=C(CS(=O)(=O)c1ccc2ccccc2c1)N1CCCCCC1	1.2	/	-2	-2%	-18
8	CCC(C)NS(=O)(=O)c1ccc(NC(=O)C2CCCO2)cc1 (stereo not given)	1.1	i	-15	-3%	-16
9	COc1cc2nc(/C=C/c3ccc(N(C)C)cc3)sc2cc1SC	0.8	i	6	4%	4
10	COc1ccc(Oc2cc(C)c3ccccc3n2)cc1	1.1	i	32	-1%	2

#	M17LAP inhibition	XIAP antagonists	P. falciparum M1AAP	human PMI inhibition	PMI inhibition
1	12%	-8.2%	2%	-1%	-6%
2	6%	-13%	-4%	-3%	3%
3	6%	/	9%	/	/
4	-3%	0.3%	2%	-5%	1%
5	/	-12%	/	16%	15%
6	1%	-6.4%	-8%	12%	4%
7	14%	-4.5%	3%	-2%	4%
8	/	1.9%	/	4%	3%
9	-8%	-10%	5%	12%	5%
10	-8%	-2.6%	2%	10%	8%

(next part)
#	molecule	TNAP activation fold	Yfh1-off respiration	WT yeast gro inh	LYP phosphatase	WT yeast gro inh mutant strain
11	CC(=O)c1ccc(NC(=S)N2CCCCCC2)cc1	1	i	-2	-6%	6
12	Cc1ccccc1C(=O)NC(C)C(c1cccs1)N1CCOCC1 (stereo not given)	1.1	i	-9	-10%	-14
13	O=C(Nc1ccccc1N1CCOCC1)c1ccc2nc[nH]c2c1	1.3	i	-12	1%	15
14	O=C(CN1CCOCC1)NN=C1CCCCCCCCCCC1	1.1	i	-6	-6%	-4
15	Cc1cc(N(CN2CCCC2=O)C(=O)c2ccc(OC(C)C)cc2)no1	1.1	i	3	-4%	4
16	O=C(OCCN(CCOC(=O)c1ccncc1)S(=O)(=O)c1cccs1)c1ccncc1	1.1	i	-4	-10%	4
17	CCOC(=O)C1C(=O)NC(c2ccccc2)=NC1c1ccc(O)c(OC)c1 (stereo not given)	1.1	i	7	-7%	10
18	Cn1c(CCCOc2ccc(Cl)cc2Cl)nnc1SCC(=O)Nc1ccc(F)c(Cl)c1	1	i	10	1%	7
19	CC12CC3CC(C)(C1)CC(NCc1ccncc1)(C3)C2	1.1	i	-14	-2%	-9
20	O=C(c1ccc(OC2CCN(CCc3ccccc3)CC2)cc1)N1CCCC(CO)C1 (stereo not given)	1	i	6	-2%	-1

#	M17LAP inhibition	XIAP antagonists	P. falciparum M1AAP	human PMI inhibition	PMI inhibition
11	2%	-3.8%	6%	-6%	2%
12	7%	-5.2%	3%	7%	1%
13	4%	-5.8%	18%	-5%	5%
14	-14%	-3.7%	1%	-1%	0%
15	2%	-2.9%	0%	-2%	-1%
16	-4%	-4.5%	3%	-7%	-14%
17	0%	-4.6%	-2%	8%	10%
18	4%	-3.6%	3%	18%	16%
19	4%	-2.5%	2%	-20%	-18%
20	-6%	-4.7%	0%	0%	-10%

(continued)
#	molecule	TNAP activation fold	Yfh1-off respiration	WT yeast gro inh	LYP phosphatase	WT yeast gro inh mutant strain
21	COc1ccc(-c2ccnc3ncnn23)cc1	1.1	i	3	-33%	-1
22	C/C(=N\Nc1ccc([N+](=O)[O-])cc1[N+](=O)[O-])c1cc2c(ccc3ccccc32)oc1=O	1	i	21	-4%	5
23	Cc1ccc(OCc2ccc(Br)cc2)c([N+](=O)[O-])n1	1	i	9	-2%	11
24	COc1ccc(OCCC(=O)N2CCOCC2)cc1	1.1	i	-14	-5%	13
25	C/C(=N\O)C(=O)OC1CC(C)CCC1C(C)C (stereo not given)	1.1	i	42	0%	23
26	Cc1ccccc1NC(=O)c1c([N+](=O)[O-])c(C(C)(C)C)nn1C	1	i	3	-1%	-8
27	COc1ccc(N2CCN(C(=O)C3CCCO3)CC2)cc1 (stereo not given)	1	i	27	-6%	-20
28	COC(=O)C1(C)NC(c2ccc(O)cc2)C2C(=O)N(c3ccc4c(c3)OCCO4)C(=O)C21 (stereo not given)	0.9	i	-7	3%	11
29	COc1ccc(/C=N/S(=O)(=O)c2ccccc2)cc1OC	1	i	-3	-6%	5
30	CCCCN(C)CCCNC(=O)c1ccc2c(c1)NC(=O)C(N1CCOCC1)S2 (stereo not given)	1.1	i	1	-3%	-4

#	M17LAP inhibition	XIAP antagonists	P. falciparum M1AAP	human PMI inhibition	PMI inhibition
21	-83%	-5.0%	?	-11%	2%
22	-2%	-6.6%	-5%	4%	14%
23	-8%	-2.3%	1%	7%	13%
24	5%	-1.6%	6%	-5%	-8%
25	-14%	-1.7%	2%	1%	9%
26	-14%	-1.9%	4%	7%	7%
27	-8%	-1.6%	-3%	18%	10%
28	3%	-6.4%	5%	-17%	1%
29	1%	-3.0%	15%	17%	8%
30	-6%	-2.1%	1%	6%	0%

Next structures follow:
#	molecule	TNAP activation fold	Yfh1-off respiration	WT yeast gro inh	LYP phosphatase	WT yeast gro inh mutant strain
31	CCc1ccc(C2N(c3ccc(OC)cc3)C(=O)C3CCCN32)cc1 (stereo not given)	0.9	i	12	-8%	7
32	O=C(CC1CC2CCC1C2)OCC(=O)c1c[nH]c2ccccc12 (stereo not given)	1.1	i	31	-9%	36
33	O=c1[nH]c(C(Cl)Cl)nc2sc3c(c12)CCN(Cc1ccccc1)C3	1	i	-12	-8%	-27
34	O=C(CSc1nc(-c2ccco2)cc(C(F)(F)F)n1)N1CCN(Cc2ccccc2)CC1	1.1	i	14	-2%	15
35	CCN(CC)c1ccc(NC(=O)CN2CCN(CC(=O)Nc3ccccc3F)CC2)cc1	1.1	i	21	-1%	16
36	CC(C)(C)c1cc(C(=O)N/N=C/c2ccccn2)n[nH]1	/	i	/	-3%	/
37	CS(=O)(=O)N(CC(=O)NCCc1ccccc1)C1CCCCC1	1.1	i	3	0%	6
38	CC(C)N(C(=O)Nc1ccc2nccnc2c1)C(C)C	1.1	/	-11	-3%	0
39	COc1ccc(S(=O)(=O)N(CC(=O)N2CCN(c3ccccc3)CC2)c2ccccc2)cc1	1	i	-2	-6%	-1
40	COCCN1Cc2cccc(C(=O)Nc3cc(C)cc(C)c3)c2C1=O	1	i	-29	-2%	-43

#	M17LAP inhibition	XIAP antagonists	P. falciparum M1AAP	human PMI inhibition	PMI inhibition
31	7%	-5.1%	-6%	-6%	-11%
32	5%	-4.4%	2%	12%	8%
33	-23%	-2.7%	9%	-77%	-156%
34	5%	-8.4%	15%	9%	13%
35	10%	1.2%	1%	9%	6%
36	10%	/	-8%	/	/
37	2%	-5.5%	6%	6%	4%
38	-24%	-2.2%	7%	65%*	/
39	-8%	-8.6%	3%	16%	13%
40	-2%	-0.6%	7%	2%	12%

(next part)
#	molecule	TNAP activation fold	Yfh1-off respiration	WT yeast gro inh	LYP phosphatase	WT yeast gro inh mutant strain
41	CC1CN(c2nc(-c3ccccc3)nnc2-c2ccccc2)CC(C)O1 (stereo not given)	1	i	-2	-1%	-8
42	NC(N)=Nc1nc(-c2ccccc2)c2cc(F)ccc2n1	1.2	i	28	-6%	20
43	CCOc1cccc(C2C(C(=O)c3ccc(C)o3)=C(O)C(=O)N2c2nccs2)c1 (stereo not given)	1	i	-11	6%	-3
44	CCC1SC(CC)C(=O)N(CC(=O)NC2CCCCC2)C1=O (stereo not given)	1.1	i	12	-6%	-14
45	CC(C)(C)c1cc(NCCCn2ccnc2)n2ncc(-c3ccccc3)c2n1	/	i	/	1%	/
46	Cc1cc(N2CCN(c3nc4ccccc4s3)CC2)n2ncnc2n1	1.1	i	-25	2%	-11
47	CCN(Cc1ccccc1)C(=O)Cn1c(=O)oc2ccccc21	1.1	i	2	-8%	-17
48	CCOC(=O)Cc1csc(SCC(=O)NC(C)C23CC4CC(CC(C4)C2)C3)n1 (stereo not given)	1.1	i	59*	2%	26*
49	N#CC(C(=O)Nc1cccc(Cl)c1)=C1Nc2ccccc2N1	1.1	i	-6	0%	-14
50	CS(=O)(=O)Nc1cccc(C2=NN(S(=O)(=O)c3ccccc3)C(c3ccco3)C2)c1 (stereo not given)	1	i	-1	1%	-6
51	CCOc1ccc(S(=O)(=O)Nc2cccnc2)cc1	1.1	i	1	-3%	2
52	COc1ccc(N=C(C)c2sc3ccccc3c2O)cc1	/	i	/	-2%	/
53	Cc1nc(-c2ccc(C(=O)Nc3ccc(F)cc3)cc2)cs1	1.1	i	10	-12%	-1

#	M17LAP inhibition	XIAP antagonists	P. falciparum M1AAP	human PMI inhibition	PMI inhibition
41	6%	-1.4%	7%	-16%	-10%
42	-5%	-6.0%	3%	1%	0%
43	24%	-2.1%	11%	-11%	-16%
44	17%	-6.0%	-5%	-5%	-6%
45	2%	/	4%	/	/
46	-9%	-25%	3%	4%	6%
47	2%	-4.8%	2%	-6%	-3%
48	0%	-5.3%	3%	18%	51%*
49	14%	2.4%	-1%	5%	5%
50	12%	-4.8%	6%	-16%	-8%
51	-3%	-4.6%	-2%	14%	13%
52	5%	/	3%	/	/
53	-4%	-0.4%	-9%	-4%	-5%

Screening data from PubChem BioAssay.
